High-throughput results: PubChem BioAssay, Sanford-Burnham Center for Chemical Genomics
HKDC1 inh: blocks human hexokinase HKDC1 activity; recombinant HKDC1, G6PDH/diaphorase resazurin coupled fluorescence; inhibition, % at 20 µM; 340,000 compounds, 0.16% hits; Q2TB90;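 active means inhibition above about 35% when tested at 20 µM, limit read from the data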;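 further: plate controls were DMSO wells with enzyme for no effect and DMSO wells lacking enzyme for full effect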
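Incubation: 90 min at room temperature in dark / Material: recombinant HKDC1 (HK5) hexokinase enzyme, produced in-house / Quantity: enzyme 5 µg/mL final / Compound: one dose of 20 µM, 1% DMSO / Reagent: glucose and ATP substrates / Buffer or medium: Tris pH 8.0 buffer with MgCl2, Tween-20, BSA, BME / Technique: resorufin fluorescence at 613 nm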
697 NFkB inh: lowers PMA/ionomycin-induced NF-kB signal in 697 B cells; 697 B-cell NF-kB luciferase reporter, 16 h; inhibition, % at 4 µM; 330,000 compounds, 0.33% hits; AID 435022; in the data active means inhibition above about 35%
Gli-Sufu block: antagonists of Gli-Sufu signaling; Sufu-KO-LIGHT fibroblasts, Gli luciferase reporter luminescence; inhibition, % at 5 µM; 340,000 compounds, 0.74% hits;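 active means inhibition above about 55%, limit read from the data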;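 further: 0% = DMSO-treated cells and 100% = wells with medium but no cells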
UBC13 inh: blocks human UBC13 polyubiquitin chain formation; inhibition, % at 20 µM; TR-FRET; 330,000 compounds, 0.47% hits; AID 485273; in the data active means inhibition above about 45%, passing the limit was not always enough
Target sequence (P61088 whole entry, looked up): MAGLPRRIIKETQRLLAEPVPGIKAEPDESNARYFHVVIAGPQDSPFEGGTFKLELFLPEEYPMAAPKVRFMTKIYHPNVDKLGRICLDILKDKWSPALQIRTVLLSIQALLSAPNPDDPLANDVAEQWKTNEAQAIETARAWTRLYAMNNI
Apaf-1 inh: human Apaf-1 inhibition | O14727 | inhibition, % at 20 µM | AID 489030 | reconstituted apoptosome caspase-3 activity, DEVD-Rh110 fluorescence | 330,000 compounds, 0.71% hits; active means inhibition of at least 40% at 20 µM;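 further: plate controls were DMSO wells for no effect and DEVD-CHO caspase inhibitor wells for full effect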
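Material: cell-free apoptosome with Apaf-1, procaspase-3 and caspase-9; Buffer or medium: Hepes pH 7.5 with detergent and BSA; Reagent: cytochrome c trigger plus (Z-DEVD)2-Rh110 caspase-3 substrate; Times: compound with Apaf-1, dATP, procaspase-3 30 min, then 50 min reaction, room temperature; Technique: Rh110 fluorescence intensity.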
SENP7 block: SENP7 protease inhibition; Q9BQF6; recombinant SENP7, Z-RLRGG-aminoluciferin luminescence, 40 min; inhibition, % at 5 µM; 330,000 compounds, 1.5% hits; AID 434973;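 active means inhibition above about 50% at the single test dose, limit read from the data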;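 further: plate controls were DMSO with enzyme for no effect and no enzyme buffer wells for full effect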
Target sequence (Q9BQF6 706-1050 limits assumed): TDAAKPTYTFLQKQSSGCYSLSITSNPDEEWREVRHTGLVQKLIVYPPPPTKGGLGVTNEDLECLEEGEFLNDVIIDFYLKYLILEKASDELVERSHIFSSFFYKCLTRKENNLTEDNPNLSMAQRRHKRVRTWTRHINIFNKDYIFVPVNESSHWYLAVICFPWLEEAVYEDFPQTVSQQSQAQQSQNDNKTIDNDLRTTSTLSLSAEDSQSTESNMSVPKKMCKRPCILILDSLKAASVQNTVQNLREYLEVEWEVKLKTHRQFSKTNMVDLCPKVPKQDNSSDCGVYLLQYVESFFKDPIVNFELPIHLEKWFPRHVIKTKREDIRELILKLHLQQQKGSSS
SENP8 inh: SENP8 protease inhibition; Q96LD8; purified SENP8, Z-RLRGG-aminoluciferin cleavage, luminescence; inhibition, % at 10 µM; 330,000 compounds, 1.2% hits; AID 2540
Target sequence (Q96LD8 whole entry, looked up): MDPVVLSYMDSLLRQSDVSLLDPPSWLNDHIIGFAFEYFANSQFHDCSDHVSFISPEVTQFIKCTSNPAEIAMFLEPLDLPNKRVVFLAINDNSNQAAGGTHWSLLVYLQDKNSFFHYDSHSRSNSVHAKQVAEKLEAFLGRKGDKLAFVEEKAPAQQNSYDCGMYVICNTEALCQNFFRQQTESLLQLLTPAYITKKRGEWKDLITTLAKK
Jurkat NFkB inh: lowers PMA/ionomycin-induced NF-kB signal in Jurkat cells; AID 435003; PMA/ionomycin-induced NF-kB luciferase reporter, luminescence; 330,000 compounds, 0.53% hits; inhibition, % at 4 µM
Active calls of the source: *; . = not tested or not shown. Unless noted, no stated cut-off is given here; in the data, active means inhibition above about 50%; inactive means the rest.

Preview:
SMILES	HKDC1 inh	697 NFkB inh	Gli-Sufu block	UBC13 inh	Apaf-1 inh	SENP7 block	SENP8 inh	Jurkat NFkB inh
CSc1ccccc1C(=O)OCC(=O)Nc1ccc(N2CCOCC2)cc1	-2.0	13.2	-2.5	-3.1	3.1	-1.1	0.2	6.2
O=C(/C=C/c1ccc(Cl)cc1)NC(=S)Nc1ccc(CN2CCOCC2)cc1	-4.2	-24.5	23.7	-24.8	5.1	-11.9	-15.2	-31.0

This part in full (from the top)
SMILES	HKDC1 inh	697 NFkB inh	Gli-Sufu block	UBC13 inh	Apaf-1 inh	SENP7 block	SENP8 inh	Jurkat NFkB inh
CSc1ccccc1C(=O)OCC(=O)Nc1ccc(N2CCOCC2)cc1	-2.0	13.2	-2.5	-3.1	3.1	-1.1	0.2	6.2
O=C(/C=C/c1ccc(Cl)cc1)NC(=S)Nc1ccc(CN2CCOCC2)cc1	-4.2	-24.5	23.7	-24.8	5.1	-11.9	-15.2	-31.0
CCOC(=O)c1c(-n2cnnn2)sc(C)c1C	-11.8	-1.7	0.1	5.0	-8.7	-1.2	1.7	-5.2
Cc1cc(C)n(-c2ccc(C(=O)Nc3cccc(S(=O)(=O)N(C)C)c3)cc2)n1	-5.8	-32.3	31.7	-5.8	6.6	-6.2	-13.1	23.0
O=C(Nc1ccn(Cc2c(F)c(F)cc(F)c2F)n1)c1ccc(COc2ccccc2Cl)cc1	-1.2	-1.4	-4.4	4.1	-14.2	1.1	-0.1	23.4
NC(=S)Nc1cccc2cc3ccccc3cc12	8.4	3.6	13.1	-32.6	39.3	19.2	48.6	-11.4
CC1C=CCC2C(=O)N(c3cccc(C(=O)NCc4ccccc4)c3)C(=O)C12 (configuration not stated)	-1.9	-10.8	-5.4	2.1	5.8	-3.2	2.2	-4.3
C=CCCN([C@@H](C)C(=O)OC)S(=O)(=O)c1ccccc1Br	-2.3	8.0	2.3	4.0	-3.4	1.1	2.0	12.8
O=c1ccc(Cl)nn1-c1ccccc1	-8.3	10.1	2.1	0.1	4.1	-2.5	-2.5	-3.3
Cc1nc2nc[nH]n2c(=O)c1NS(=O)(=O)c1ccc(F)cc1	8.9	19.0	4.8	1.0	-2.5	7.3	-7.6	3.0
COc1ccc(/C=N/NC(=O)CNC(=O)c2ccncc2)cc1	-5.7	0.3	16.0	-5.1	0.2	-6.6	-12.1	-3.2
COc1ccc(CCNC(=O)C/C(C)=N/NC(=O)C23CC4CC(CC(C4)C2)C3)cc1OC	-8.1	9.8	-2.4	-4.1	7.8	-8.0	-5.6	-5.0

One compound at a time (already shown):
`Cc1cc(C)n(-c2ccc(C(=O)Nc3cccc(S(=O)(=O)N(C)C)c3)cc2)n1` in the list: HKDC1 inh = -5.8; 697 NFkB inh = -32.3; Gli-Sufu block = 31.7; UBC13 inh = -5.8; Apaf-1 inh = 6.6; SENP7 block = -6.2; SENP8 inh = -13.1; Jurkat NFkB inh = 23.0
`Cc1nc2nc[nH]n2c(=O)c1NS(=O)(=O)c1ccc(F)cc1` in the list: HKDC1 inh = 8.9; 697 NFkB inh = 19.0; Gli-Sufu block = 4.8; UBC13 inh = 1.0; Apaf-1 inh = -2.5; SENP7 block = 7.3; SENP8 inh = -7.6; Jurkat NFkB inh = 3.0
`CCOC(=O)c1c(-n2cnnn2)sc(C)c1C` in the list: HKDC1 inh = -11.8; 697 NFkB inh = -1.7; Gli-Sufu block = 0.1; UBC13 inh = 5.0; Apaf-1 inh = -8.7; SENP7 block = -1.2; SENP8 inh = 1.7; Jurkat NFkB inh = -5.2

Carrying on:
SMILES	HKDC1 inh	697 NFkB inh	Gli-Sufu block	UBC13 inh	Apaf-1 inh	SENP7 block	SENP8 inh	Jurkat NFkB inh
Cn1nccc1C(=O)Nc1ccccc1C(=O)O	4.5	-4.3	-10.6	2.1	-4.8	0.9	-10.8	-4.2
Cc1ccc[n+](CC(=O)c2ccc(NC(=O)c3ccccc3)cc2)c1C	-5.7	12.3	2.7	5.7	-10.4	1.0	-3.4	7.0
O=C(Cn1nc(-c2ccccc2F)ccc1=O)NCc1ccc2c(c1)OCO2	-7.6	28.5	1.1	4.0	-10.6	1.3	-6.3	1.6
Cc1cc(C)c(NS(=O)(=O)c2ccc3c(c2)NC(=O)CCS3)c(C)c1	0.9	-5.6	6.4	-1.7	12.9	-10.9	-7.3	1.0
C=C(C)c1cccc(C(C)(C)NC(=O)N2CCN(C)CC2)c1	-4.8	-0.7	5.9	-7.0	6.7	0.8	-6.6	-18.2
O=C(CCS(=O)(=O)c1ccc(Br)cc1)Nc1cc(F)ccc1F	-6.6	6.6	3.6	10.4	-129.1	-1.1	-5.5	6.7
COc1cc(C(=O)NC(=S)NNC(=O)[C@H]2C[C@@H]2c2ccccc2)cc(OC)c1OC	-17.4	-2.0	4.8	-28.1	-0.7	-5.3	0.8	-5.1
Cc1ccccc1N=C1N=C(N)c2ccccc21	-1.2	0.9	-0.6	1.3	7.0	1.8	13.4	-1.6
CCOC(=O)c1ccccc1NC(=O)C1CSC2(C)CCC(=O)N12 (configuration not stated)	-0.7	7.9	2.6	5.0	-0.6	3.2	-4.3	-12.9
CCc1ccc(C(=O)/C=C/NCc2ccc(F)cc2)cc1	-8.9	-5.1	6.5	5.8	23.5	5.2	4.0	-2.3
CC1(C)C(=O)N(OCc2ccccc2)C(C)(C)C(=O)N1OCc1ccccc1	-2.9	-2.5	-6.8	7.9	0.6	-5.5	8.6	16.1
O=C(Nc1ccc2c(c1)OCCO2)c1ccccn1	-2.0	-73.4	-48.4	-0.4	9.2	89.0*	82.1*	-69.6
O=C(Cc1cccs1)NCc1cccc(C(F)(F)F)c1	-0.6	-27.3	-42.0	4.1	4.1	5.4	-6.8	-27.2
CSCCC(NC(=O)c1ccccc1Br)C(=O)NCc1ccc(F)cc1 (configuration not stated)	-4.7	7.7	6.2	-3.2	14.1	-7.2	-9.0	4.8
COc1ccc(OC)c(C(C)NS(=O)(=O)c2cccs2)c1 (configuration not stated)	1.1	6.1	-10.7	3.9	-4.5	6.3	6.1	-0.6
Cn1c(=O)c2c(ncn2CC(=O)OCC(=O)c2ccc(F)c(F)c2)n(C)c1=O	-0.6	-3.9	21.1	-3.3	12.2	6.7	-1.8	-4.8
Cn1c(CC(=O)Nc2ccccc2F)nnc1SCC(=O)Nc1nncs1	0.5	13.5	26.6	3.8	-0.6	2.4	3.5	6.9
CCOC(=O)c1c(C)n(C)c2ccc(OC(C)C(=O)OC)cc12 (configuration not stated)	-0.9	-2.3	0.5	2.6	5.2	-0.2	-1.4	5.5
COc1ccc(NC(=S)/N=C(\N)Nc2nc(C)c3ccccc3n2)cc1	-2.5	11.7	-0.6	-4.5	-16.7	5.3	3.2	5.9
COc1cc(NC(=O)COc2ccccc2Cl)ccc1NC(=O)C(C)C	-4.6	8.3	11.1	2.3	-1.8	2.0	1.4	-23.2
O=C(c1ccccc1)N1CCN(CC(O)COc2cccc3ccccc23)CC1 (configuration not stated)	-4.2	-5.5	4.3	-0.6	4.8	5.9	11.9	10.5
CCOC(=O)C1CCCN(c2oc(-c3ccc(OC)cc3)nc2C#N)C1 (configuration not stated)	-0.7	-4.5	0.2	12.9	13.5	-0.5	7.0	-2.9
COc1ccc(Nc2ccc(S(=O)(=O)N3CCCCC3)cc2[N+](=O)[O-])cc1Cl	-1.5	13.1	13.8	-21.0	11.9	7.5	-8.8	6.4
Clc1ccc(-c2nsc(N3CCOCC3)n2)c(Cl)c1	-5.9	-129.1	-86.1	-2.1	7.9	68.2*	64.9*	-112.7
O=C1NC(=Nc2ccccc2Br)SC1(CO)CO	-3.0	-2.3	-3.3	-0.8	-5.1	5.5	2.8	-16.5
CN(/N=C/c1ccncc1)c1cnn(-c2ccc(F)c(Cl)c2)c(=O)c1Cl	6.0	-14.5	8.6	3.7	2.9	-4.7	3.0	-5.2
Cc1cc(N2CCN(C(c3ccccc3)c3ccccc3)CC2)n2ncnc2n1	-1.9	-19.1	7.6	-12.8	13.2	-7.1	-5.1	-5.6
CCOC(=O)c1c(C)[nH]c(N=Nc2ccc(C)cc2)c1C	1.7	-263.4	-85.3	-21.2	17.2	-8.9	21.2	-140.2
O=C(OCc1nc2ccccc2s1)c1cccs1	-0.7	-115.6	5.2	-7.8	-2.6	27.6	35.8	-143.0
COc1ccccc1N/C(N)=N/c1nc(CSc2nc3ccccc3s2)cc(=O)[nH]1	.	-37.1	.	-9.0	-0.5	2.2	-2.1	5.7
CSc1nnc(-c2ccc(Cl)cc2Cl)o1	-8.7	-27.3	2.1	2.6	-3.2	-3.6	-5.3	-9.6
COC(=O)c1cc(Br)cn1S(=O)(=O)c1ccccc1	2.8	1.3	24.8	8.6	4.8	1.4	4.9	13.9
CN(C)C(CNC(=O)c1oc2ccccc2c1CSc1ncn[nH]1)c1ccco1 (configuration not stated)	-2.6	6.6	-8.3	-9.5	-8.4	5.0	0.3	-7.5
COc1ccc(C(CC(=O)NCc2ccccc2)C(C)C)cc1 (configuration not stated)	0.3	-5.6	1.9	-5.1	-14.3	11.3	-9.4	-9.6
O=C(N/N=C\c1ccc(Sc2ccccn2)o1)c1cccc(Br)c1	-0.1	3.1	7.4	-1.9	10.8	-8.7	-7.1	8.4
Cc1cccc(C)c1NC(=O)CN1C(=O)S/C(=C\c2cccn2-c2cccc(C(=O)O)c2)C1=O	8.4	5.4	-1.7	-16.9	9.8	4.8	-1.9	9.4
COc1ccc2[nH]c(C(=O)N3CCN(C)CC3)c(C)c2c1	-4.7	-7.0	31.0	5.4	-1.4	4.6	-4.1	-4.9
Cc1ccc(S(=O)(=O)CCC#N)cc1	-3.2	5.4	0.1	-5.5	-2.5	-2.3	-3.7	-2.6
COC(=O)N1CCN(c2ccc(C)cc2)C(C)C1 (configuration not stated)	-3.8	13.3	-8.3	2.9	-4.3	4.0	3.4	-2.5
COc1ccc(NC(=O)COC(=O)CC2CC3CCC2C3)c([N+](=O)[O-])c1 (configuration not stated)	22.9	14.2	-2.2	9.5	13.3	-1.4	-6.4	-11.6
COc1cc([N+](=O)[O-])ccc1NC(=O)Nc1ccc(C(=O)N2CCCC2)cc1	13.6	20.3	-7.7	-1.5	12.1	10.3	11.5	5.5
CN(CC1CCN(CCc2cccc(C(F)(F)F)c2)CC1)C(=O)c1ccccc1	-3.4	4.8	25.7	2.7	-5.3	6.9	-7.5	6.9
Cc1cc(C(=O)Nc2nccs2)c2cc(F)ccc2n1	-1.3	-3.7	-1.6	-3.4	-0.5	-0.3	3.2	-1.1
CCOc1ccc(CCNC(=O)CCCn2c(=O)c3cccn3c3cccnc32)cc1OCC	3.5	-22.5	-0.4	-1.3	-2.6	-5.7	-1.4	4.4
COc1ccc(-c2cc3nc4ccccc4n3c(N)c2C#N)cc1	6.0	-104.5	-64.8	10.3	-6.7	1.3	7.0	-101.4
O=C(Nc1cccc(S(=O)(=O)N2CCCCC2)c1)c1cc2ccccc2o1	11.4	-36.2	-5.2	-6.2	10.8	3.5	1.0	-13.6
Cc1ccc(N2C(=O)N3[C@H](c4ccc(F)cc4)[C@@H]4C(=O)N(C5CCCCC5)C(=O)[C@@H]4[C@]3(C)C2=O)cc1	7.1	11.5	-8.8	26.0	13.0	1.6	2.3	-2.8
C#CCOCCOCCOCCNc1nc(N2CCN(C(=O)Cn3cc(CCCN=C(N)N)nn3)CC2)nc(N2CCN(C(=O)[C@H](CCCCN)n3cc(CCC(=O)O)nn3)CC2)n1	-5.5	-17.7	-11.2	-4.4	5.6	1.0	8.2	-1.1
CCCCCC(=O)N/N=C/c1ccccc1[N+](=O)[O-]	11.0	-19.8	-10.0	-5.2	-0.8	-1.2	2.3	-5.6
CCOC(=O)COc1ccc2c3c(c(=O)oc2c1)CCCC3	-0.8	-1.2	2.8	-7.0	-0.1	8.8	-19.8	-6.9
Cc1ccc(N2C(=O)Nc3ccc(Br)cc3C2(O)C(=O)NCCCN(C)C)cc1C (configuration not stated)	-0.1	-6.2	3.0	-1.6	12.1	-8.4	-4.2	-5.1

Rows are unselected; about 3.6% have a hit in one of these screens.
